p53null 39C tox: qHTS Screen for Compounds that Selectively Target Cancer Cells with p53 Mutations: Cytotoxicity of p53 Null Cells at the Nonpermissive Temperature | H1299 p53-null (neo) cells, 39C, ATPlite viability, 24 h | Potency, µM (doses to about 46.1 µM), inactives show at the highest dose activity, negative = cell killing, hits mostly cytotoxic | 55,000 compounds, 0.97% hits | AID 904, 2007; active means well fitted cell-killing curve with a large enough effect; inconclusive means small, poorly fitted or top-dose-only effect; inactive means no such curve, though single readings can be large or run the other way;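 further: 0% = DMSO only and -100% = full killing by 100 µM tamoxifen; nearly all actives have a fitted effect of over 50% in size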
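ATP-luminescence viability readout (ATPlite, 20 min RT) after 24 hr compound treatment at 39C of H1299-neo or H1299-p53A138V cells; titration up to 46 uM; normalized to DMSO and 100 uM tamoxifen; Hill-fit AC50.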
An asterisk follows results filed as active; ? = inconclusive; [ ] = remark or other dose. Potency means the concentration at half of the fitted maximal effect. Some of the compounds tested (hit frequency here may not be typical).

SMILES	p53null 39C tox
Cc1ccc(S(=O)(=O)N2CCOCC2)cc1NC(=O)COC(=O)Cc1ccsc1	5%
CC[n+]1c(/C=C/N(C)c2ccccc2)oc2ccccc21	16%[1.84 µM]
Cc1cc(NC(=S)NC(=O)C2CC2)ccc1Br	-4%
COc1cc(NC(=S)N2CCN(c3ccccn3)CC2)cc(OC)c1	-2%
O=[N+]([O-])c1ccc(COc2cccc(CNc3ccc(Br)cc3)c2)cc1	9%
Nc1ccc(C(=O)Nc2ccc(OC(F)(F)C(F)F)c(NC(=O)c3ccc(N)cc3)c2)cc1	26%
CC1CCc2sc(C(=O)OCC(=O)NCc3ccc(F)cc3)cc2C1 (stereo not given)	19%
CCc1ccc(Nc2nnc(SCC(=O)Nc3cccnc3Cl)s2)cc1	-11%[1.84 µM]
CC(C)(C)N(Cc1ccccc1)C(=O)COC(=O)CCc1c[nH]c2ccccc12	?
CC(C)C(=O)Nc1cc(S(=O)(=O)Nc2cccc(Cl)c2)ccc1Cl	18%[1.84 µM]
COc1cc(OC)cc(C(=O)N[C@H](C(=O)N2CCc3ccccc32)C(C)C)c1	13%
CCC(C)NS(=O)(=O)c1ccc(NC(=O)c2ccc([N+](=O)[O-])cc2Cl)cc1 (stereo not given)	10%[1.84 µM]
COc1ccc(C(=O)Nc2ccc([N+](=O)[O-])cn2)c(OC)c1	10%
O=[N+]([O-])c1ccc(-c2cnc(NO)nc2)cc1	20%
O=C(CSc1nc2ccc([N+](=O)[O-])cc2[nH]1)NC1CCCCCC1	-21%[1.84 µM]
CCOC(=O)c1ccccc1NC(=O)C=C(C)C	15%[1.84 µM]
Cc1ccc(-c2csc3ncnc(Oc4cccc5ccc(C)nc45)c23)cc1	13%
O=C(CSc1ncn[nH]1)N1N=C2/C(=C/c3ccccc3)CCCC2C1c1ccccc1 (stereo not given)	-6%[1.84 µM]
COc1ccc(/C=N/NC(=O)OC(C)(C)C)cc1OC	13%[1.84 µM]
Cc1ccc(-n2nnnc2SCC(=O)Nc2ncc(Cc3ccccc3Cl)s2)cc1	9%[1.84 µM]
CN(CC(=O)Nc1ccc(F)c(F)c1F)C(=O)/C=C/c1ccc(Cl)cc1	21%
CCCCC(=O)Nc1ccc(C(=O)NNC(=S)NC(=O)c2cccs2)cc1	24%[1.84 µM]
O=C(Nc1ccc(CN2CCCCC2)cc1)c1cccc(Br)c1	7%
Nc1nnc(SCC(=O)OCC(=O)Nc2ccc(Br)cc2)s1	5%[1.84 µM]
O=C(NCC(c1cccs1)N1CCOCC1)c1ccccc1NS(=O)(=O)c1cc([N+](=O)[O-])ccc1Cl (stereo not given)	9%[1.84 µM]
Later entries:
SMILES	p53null 39C tox
O=C(/C=C/c1ccc(S(=O)(=O)NCc2ccco2)cc1)NCc1ccccc1Cl	9%
CC(/C=N/n1c(-c2ccc(Cl)cc2)n[nH]c1=S)=C\c1ccco1	21%
OC(COc1cc(Cl)c(Cl)cc1Cl)CN1CCN(c2ncccn2)CC1 (stereo not given)	-5%[1.84 µM]
Cn1c(=O)n(C)c2cc([N+](=O)[O-])c(N3CCN(S(=O)(=O)c4ccccc4)CC3)cc21	6%
CC(C)NC(=S)N=Nc1c(O)[nH]c2ccc(C(C)C)cc12	-9%[1.84 µM]
CCCCn1c(N)c(C(=S)NC(=O)CC(C)(C)C)c(=O)n(C)c1=O	17%[1.84 µM]
COc1ccccc1-c1nnc(SC(C(=O)c2c[nH]c3ccccc23)c2ccccc2)n1C (stereo not given)	20%
O=C(Nc1ccc(OC(F)(F)F)cc1)Nc1cccc([N+](=O)[O-])c1	?
c1csc(COc2ccccc2CNC2CCCCC2)c1	5%[1.84 µM]
CCC(=O)c1ccc(OCC(O)CNCc2ccc(F)cc2)cc1 (stereo not given)	-3%[1.84 µM]
COc1ccc(C(=O)CN(Cc2ccccc2)C2=NCCS2)cc1	-11%[1.84 µM]
CCC(=O)N1N=C(c2c(-c3ccccc3)c3cc(Cl)ccc3[nH]c2=O)CC1c1ccco1 (stereo not given)	7%[1.84 µM]
COc1cc(/C=C/C(=O)OCC(=O)c2c[nH]c3ccccc23)ccc1OC(F)F	12%
COc1ccc(N=C2SC(CC(=O)Nc3ccccc3)C(=O)N2Cc2ccco2)cc1 (stereo not given)	-4%[1.84 µM]
C(=C\c1nc(N2CCCCCC2)c2ccccc2n1)/c1ccccc1	0%[1.84 µM]
Cc1cc(C)cc(-n2c(SCC(=O)Nc3cccc(S(=O)(=O)NC4=NCCCCC4)c3)nc3ccccc3c2=O)c1	7%
CC1CCCC(C)N1/N=C/c1cc(Br)cc(Br)c1O (stereo not given)	26%
COC(=O)NNC(=O)C1CCC(C(=O)NNC(=O)OC)CC1 (stereo not given)	30%
Cc1ccsc1/C=N/NC(=O)c1cccs1	-5%
COc1ccc(C)cc1NCC(=O)Nc1ccc(C(C)(C)C)cc1	-6%
CCC(CC)NC(=O)c1cc([N+](=O)[O-])ccc1N1CCOCC1	-18%[1.84 µM]
Cc1ccc([N+](=O)[O-])cc1S(=O)(=O)N1CCCC1	-5%[1.84 µM]
C/C(=N\NC(=O)c1cccc(S(=O)(=O)Nc2cccc(Cl)c2)c1)c1cccs1	4%[1.84 µM]
O=C(CSc1ncnc2scc(-c3ccccc3)c12)N1CCN(Cc2ccc3c(c2)OCO3)CC1	-17%[1.84 µM]
O=C(CSc1nnc(Nc2ccccc2)s1)NCc1cccs1	10%

Molecules shown so far that have an NH in an aromatic ring, in the order listed:
SMILES	p53null 39C tox
CC(C)(C)N(Cc1ccccc1)C(=O)COC(=O)CCc1c[nH]c2ccccc12	?
O=C(CSc1nc2ccc([N+](=O)[O-])cc2[nH]1)NC1CCCCCC1	-21%[1.84 µM]
O=C(CSc1ncn[nH]1)N1N=C2/C(=C/c3ccccc3)CCCC2C1c1ccccc1 (stereo not given)	-6%[1.84 µM]
CC(/C=N/n1c(-c2ccc(Cl)cc2)n[nH]c1=S)=C\c1ccco1	21%
CC(C)NC(=S)N=Nc1c(O)[nH]c2ccc(C(C)C)cc12	-9%[1.84 µM]
COc1ccccc1-c1nnc(SC(C(=O)c2c[nH]c3ccccc23)c2ccccc2)n1C (stereo not given)	20%
CCC(=O)N1N=C(c2c(-c3ccccc3)c3cc(Cl)ccc3[nH]c2=O)CC1c1ccco1 (stereo not given)	7%[1.84 µM]
COc1cc(/C=C/C(=O)OCC(=O)c2c[nH]c3ccccc23)ccc1OC(F)F	12%

Continuation.
SMILES	p53null 39C tox
Cc1ccc(-c2cc(N)on2)cc1	10%[1.84 µM]
COc1ccc(NS(=O)(=O)c2cccc(NC(=O)CCC(=O)c3ccc(Cl)cc3)c2)cc1	7%
O=C(Nc1ccc(Oc2cccnc2)cc1)c1ccccc1Cl	13%
Cc1cc(C)n(CC(O)COc2ccccc2[N+](=O)[O-])n1 (stereo not given)	26%
CC1CCc2c(sc3nc(CSc4ncn[nH]4)[nH]c(=O)c23)C1 (stereo not given)	16%
CCCCN(C(=O)CSc1nnc(-c2ccccc2)n1C)c1c(N)n(Cc2ccccc2)c(=O)[nH]c1=O	16%
Cc1cccc(C)c1Nc1nnc(SCc2cn3cccc(C)c3n2)s1	10%
Cc1ccccc1NC(=S)NC(C)CCc1ccccc1 (stereo not given)	-11%[1.84 µM]
O=C(CSCc1ccc(Cl)cc1Cl)Nc1c[nH]c(=O)[nH]c1=O	20%[1.84 µM]
COc1ccc(C(=O)NC(=S)N(CCC(C)C)c2c(N)n(Cc3ccccc3)c(=O)[nH]c2=O)cc1	-5%[1.84 µM]
Cc1ccc2cccc(N=Cc3c(C)[nH]n(-c4ccccc4)c3=O)c2n1	-2%[1.84 µM]
COc1ccc(/C=C/C(=O)c2ccc3c4c(cccc24)CC3)cc1	2%[1.84 µM]
COc1ccccc1-c1coc2cc(OCC(=O)OCc3ccccc3)ccc2c1=O	5%
COC(=O)Cc1ccc(NC(=S)NCc2ccc(F)cc2)cc1	11%[1.84 µM]
COc1ccccc1N1CCN(C(=O)c2ccc([N+](=O)[O-])s2)CC1	23%[1.84 µM]
CNS(=O)(=O)c1cccc(C(=O)OCC(=O)Nc2sc3c(c2C#N)CCCCC3)c1	6%
CC(C)(C)NCc1cc(Br)ccc1OCc1cccs1	2%[1.84 µM]
NC(=S)N/N=C\c1c2ccccc2cc2ccccc12	19%
Cc1ccc(-n2c(SCC(=O)NCCN3C(=O)CSC3=O)nnc2-c2ccccc2F)cc1	5%[1.84 µM]
Cc1cccc(C)c1NC(=O)CNC(=O)C(NC(=O)c1ccc(C(C)(C)C)cc1)C(C)C (stereo not given)	25%
CC1CCCN(C(=O)c2cccc(S(=O)(=O)Nc3cc(C(F)(F)F)ccc3Cl)c2)C1 (stereo not given)	0%[1.84 µM]
Cc1c(/C=N/NC(=O)CNc2ccccc2)c2ccccn2c1C(=O)c1ccccc1	-12%[1.84 µM]
O=C(CSc1nc2ccccc2n1CCc1ccccc1)NC1CC1	6%
CCc1nc2ccc(C(=O)Nc3cccc(C(C)=O)c3)cc2nc1CC	1%
CCCNC(=S)Nc1ccc(CC(=O)OC)cc1	15%[1.84 µM]

Molecules above that have a CF3 group, in the order listed:
SMILES	p53null 39C tox
O=C(Nc1ccc(OC(F)(F)F)cc1)Nc1cccc([N+](=O)[O-])c1	?
CC1CCCN(C(=O)c2cccc(S(=O)(=O)Nc3cc(C(F)(F)F)ccc3Cl)c2)C1 (stereo not given)	0%[1.84 µM]

The results go on.
SMILES	p53null 39C tox
CC/C(=N\NC(=O)Nc1ccccc1)c1ccccc1	29%
COC(=O)c1ccc(Cl)c(NC(=O)Cc2ccccc2[N+](=O)[O-])c1	15%
COc1ccc(CC(=O)N(CC2CCCO2)c2nc3ccccc3s2)cc1 (stereo not given)	19%
CC1CC(C)(C)CC2(C1)NC(=O)N(CC(=O)NCCc1c[nH]c3ccccc13)C2=O (stereo not given)	9%[1.84 µM]
N#C/C(=C\c1cccnc1)C(=O)Nc1cccc2ccccc12	-5%[1.84 µM]
COc1ccccc1OCc1ccc(C(=O)Nc2ccccc2F)cc1	6%
O=C(NCC1OCCc2ccccc21)c1ccc(NC(=O)c2cccc(Br)c2)cc1 (stereo not given)	5%[1.84 µM]
O=C(Nc1cc(C(F)(F)F)ccc1Cl)C(=O)N1CCCCC1	-3%[1.84 µM]
O=C(Nc1nnc(CSCc2ccc(F)cc2)s1)c1cccc([N+](=O)[O-])c1	15%[1.84 µM]
CCCNC(=O)Cn1c(=O)cnc2ccccc21	-11%[1.84 µM]
CCOC(=O)c1c(C)[nH]c(C)c1C(=O)CSc1nc2ccccc2[nH]1	25%
Cc1ccc(NC(=O)c2sc3nc(N)c(C#N)cc3c2N)cc1	9%[1.84 µM]
CCN1CCC2(CC1)N=C(c1ccc(F)cc1)C(=S)N2C(=O)c1ccc(C(C)(C)C)cc1	14%
CC(=O)N/C(=C/c1ccccc1)C(=O)N1CCCCC1	-5%[1.84 µM]
C=CCn1c(SCC(=O)Nc2cccnc2Cl)nnc1-c1ccc(C(C)(C)C)cc1	-4%
Cc1ccc(Nc2nc(CSc3nnc(-c4ccccc4C)n3C)cs2)cc1	?
Cc1occc1C(=O)N=Nc1c(O)[nH]c2ccc(Br)cc12	14%[1.84 µM]
O=S(=O)(c1ccc(Cl)c(NC(=S)N/N=C/c2c(F)cccc2F)c1)N1CCOCC1	15%
CCOC(=O)C1C(=O)C=C(c2ccc(C)cc2)CC1c1cccc([N+](=O)[O-])c1 (stereo not given)	31%
O=C(/C=C\NCC(=O)c1ccccc1)c1ccc2ccccc2c1	13%[1.84 µM]
COc1ccc(S(=O)(=O)Nc2ccccc2OC)cc1NC(=O)c1cc2ccccc2oc1=O	-9%[1.84 µM]
O=C(CN1CCc2ccccc21)NCc1ccccc1Cl	11%[1.84 µM]
COc1ccc(-c2ncccc2OC(=O)C23CC4CC(CC(C4)C2)C3)cc1OC	9%
COc1ccc(/C=N/OCC(=O)NCc2cccs2)c(OC)c1	8%[1.84 µM]
CCN(CC)c1ccc([N+](=O)[O-])cc1C(=O)O	23%[1.84 µM]
Going on with the list:
SMILES	p53null 39C tox
COc1cccc(C(=O)/C=C/Nc2ccc(S(=O)(=O)Nc3ccc(C(C)=O)cc3)cc2)c1	-21%[1.84 µM]
Cc1ccc(C)c(NC(=O)C(Sc2nnc(-c3cccs3)o2)c2ccccc2)c1 (stereo not given)	-9%[1.84 µM]
COc1cccc(-n2c(N)c(C#N)c3ccc([N+](=O)[O-])cc3c2=O)c1	22%
O=C(Cc1ccccc1)Nc1ccc(C(=O)NCC2COc3ccccc3O2)cc1 (stereo not given)	-14%[1.84 µM]
COc1cc(/C=N/Nc2ccc(F)cc2F)cc(OC)c1OC	-16%[1.84 µM]
CCCCSc1nnc(-c2ccccc2)c2ccccc12	12%
Cc1ccccc1NC(=O)COC(=O)Cc1cccc(C(F)(F)F)c1	-2%[1.84 µM]
CC(OC(=O)CCc1nc2ccccc2c(=O)[nH]1)C(=O)NC1CCCC1 (stereo not given)	27%
CC(CNS(=O)(=O)c1ccccc1)(c1ccccc1)N1CCOCC1 (stereo not given)	-1%[1.84 µM]
Cc1c(C(=O)NCCCc2ccccc2)cccc1[N+](=O)[O-]	-8%[1.84 µM]
O=C(CN1CCN(S(=O)(=O)c2ccc3ccccc3c2)CC1)Nc1ccc(N2CCOCC2)cc1	-11%[1.84 µM]
O=C(NC(=S)N1CCCc2ccccc21)c1ccc(Br)cc1	8%[1.84 µM]

Compound activity as filed in PubChem BioAssay.
